Vif-A3G inh = blocks the Vif interaction with human APOBEC3G | Q9HC16 | HeLa A3G-eYFP + Vif (tagged APOBEC3G with the HIV-1 protein that degrades it), YFP fluorescence, overnight | AID 602310 | actives 0.076% (n = 410,000) | Potency, µM (highest dose often 46.1 µM), inactives show at the top dose activity, negative = active, usual class: inhibitors;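 note: potency is the fitted concentration of half-maximal effect; % is set by controls: 0 for no effect and ±100 for the full control effect; nearly all actives have a fitted effect of over 60% in size; hits raise eYFP signal because A3G escapes Vif-driven loss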
Target sequence (Q9HC16 whole entry, looked up): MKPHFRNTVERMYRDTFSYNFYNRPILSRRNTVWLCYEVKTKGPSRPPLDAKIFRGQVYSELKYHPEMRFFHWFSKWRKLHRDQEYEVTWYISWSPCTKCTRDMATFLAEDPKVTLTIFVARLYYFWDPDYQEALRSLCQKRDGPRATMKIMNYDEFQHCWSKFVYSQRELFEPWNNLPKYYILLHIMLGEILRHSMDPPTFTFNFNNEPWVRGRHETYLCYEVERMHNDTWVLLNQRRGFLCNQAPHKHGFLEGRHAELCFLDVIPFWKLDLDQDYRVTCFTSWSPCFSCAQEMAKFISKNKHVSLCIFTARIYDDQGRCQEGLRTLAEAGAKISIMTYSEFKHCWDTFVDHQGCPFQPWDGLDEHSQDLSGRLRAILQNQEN
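Read-out is eYFP fluorescence (Ex 488/Em 500-530) from Vif-expressing HeLa A3G-eYFP cells; more signal means A3G escaped Vif-mediated degradation. Cells plated overnight, compound pinned in, incubated overnight at 37 deg C.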
D1 ag = human D1 receptor agonism; P21728; HEK293 T-REx D1 cells, calcium flux, agonist mode; activation, % at 2 µM; actives 1% (n = 360,000); AID 504660; in the data active = activation above about 30%; note: 0% is about no effect
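Agonism was scored from calcium flux recorded over 180 s (1 read/s) after pintool compound addition, following a 10-cycle baseline. Cells were inducible force-coupled HEK293 TREx D1, plated overnight at 30 C and loaded with no-wash calcium dye.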
D1 antagonist = blocks dopamine activation of the human D1 receptor | P21728 | activity change, negative = inhibition, % at 10 µM | AID 504652 | actives 3.2% (n = 360,000) | HEK293 TREx D1 cells, calcium flux, dopamine EC80; active compounds read low; in the data active = activity change below about -30%; note: % is set by controls: 0 for no effect and ±100 for the full control effect
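Compound effects on dopamine-evoked calcium signalling were measured in tetracycline-induced HEK293 Trex D1 cells. Dopamine at EC80 followed a 180 s compound pre-read, and fluorescence was tracked kinetically for 180 s more.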
LDHA inh = inhibitors of human lactate dehydrogenase A. actives 0.15% (n = 480,000). AID 1347041. purified LDHA, NADH/diaphorase-resazurin fluorescence; active compounds read low. activity change, % (values are at about 110 or 230 µM). P00338; in the data active = activity change below about -30%; inconclusive = mostly about -25% to -30%;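 note: plate controls were DMSO wells for no effect and wells without enzyme for full effect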
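Enzyme activity of human lactate dehydrogenase 5 (2 nM; 0.06 mM NADH, 0.2 mM pyruvate, 5 min, RT) is measured via a resazurin/diaphorase fluorescence readout of residual NADH.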
D2 PAM = positive allosteric modulators of human D2 dopamine receptor; potentiation, % at 10 µM; P14416; HEK293 T-REx D2, calcium flux, EC20 dopamine potentiation; actives 0.34% (n = 340,000);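 active = potentiation over 3 SD above the plate norm, cut at about 30% in these data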; note: 0% is about no effect
Target sequence (P14416 whole entry, looked up): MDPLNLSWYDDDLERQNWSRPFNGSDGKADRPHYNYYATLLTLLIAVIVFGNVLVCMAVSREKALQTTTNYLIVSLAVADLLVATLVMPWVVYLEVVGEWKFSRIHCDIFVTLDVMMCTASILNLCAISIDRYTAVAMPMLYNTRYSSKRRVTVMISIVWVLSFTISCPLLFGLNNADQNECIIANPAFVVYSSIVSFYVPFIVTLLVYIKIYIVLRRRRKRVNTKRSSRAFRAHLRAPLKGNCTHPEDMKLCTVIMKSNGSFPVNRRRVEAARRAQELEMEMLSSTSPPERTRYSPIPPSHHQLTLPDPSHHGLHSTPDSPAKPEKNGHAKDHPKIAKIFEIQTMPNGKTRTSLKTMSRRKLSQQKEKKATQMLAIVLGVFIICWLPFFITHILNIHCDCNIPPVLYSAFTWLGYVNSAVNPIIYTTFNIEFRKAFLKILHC
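Primary screen. Calcium kinetics in induced HEK293 T-REx D2 cells: compound pre-addition 180 s, EC20 dopamine, 180 s more.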
D1 PAM = enhances dopamine response at the human D1 receptor | P21728 | HEK293 TREx D1 cells, calcium flux, dopamine EC20 potentiation | potentiation, % at 10 µM | actives 0.036% (n = 360,000) | AID 504651; in the data active = potentiation above about 30%; note: 0% is about no effect
RXFP1 ag = RXFP1 (human) receptor agonism; HEK293T-RXFP1 cAMP TR-FRET, 30 min; response scale: percent of porcine relaxin response, buffer zero; Potency, µM (top dose mostly 57.5 µM), without a hit: at the highest dose activation, actives largely listed as activators; actives 0.3% (n = 370,000); AID 2676; note: potency is the fitted concentration of half-maximal effect; % is set by controls: 0 for no effect and ±100 for the full control effect; nearly all actives have a fitted effect of over 60% in size; many of its hits are not listed in these tables
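HEK293T cells stably expressing RXFP1 were pretreated with the PDE4 inhibitor Ro 20174, exposed to compounds for 30 min at 37C, lysed, and cAMP was read by TR-FRET. Data normalized to buffer (basal) and 29 nM porcine relaxin (100%).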
Vif-A3F inh = Vif-A3F binding inhibition; HeLa A3F-eYFP + Vif (tagged APOBEC3F with the HIV-1 protein that degrades it), YFP fluorescence increase; Potency, µM (titrated, usually from 46.1 µM), for inactives: at the top dose activity, negative = active; actives 0.2% (n = 390,000); note: potency is the fitted concentration of half-maximal effect; % of control where 0% means no effect; nearly all actives have a fitted effect of over 65% in size
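Fluorescence increase (Ex 488/Em 500-530) after overnight compound treatment at 37 deg C flags inhibition of Vif-driven A3F-eYFP loss in stable HeLa A3F-eYFP/Vif cells seeded overnight beforehand.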
GRP78 ERSR act = ER stress response induction in glioma; actives 0.02% (n = 420,000); Potency, µM, for the others: top-dose activation, actives largely listed as activators; U87-MG GRP78 promoter luciferase reporter, 16 h; note: potency is the fitted concentration of half-maximal effect; series mostly up to about 76 µM; % of control where 0% means no effect; nearly all actives have a fitted effect of over 35% in size
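ERSR induction read as luciferase luminescence (Bright-Glo, 10 min at room temperature) in stably transfected human U87-MG glioma cells exposed to compounds for 16 h, using GRP78 as sensor.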
* = called active by the depositor; & = joins results of further samples. Unless noted, calls come from the whole dose curve; as a rule, active = well fitted curve in the direction sought with a large enough effect; inconclusive = small, poorly fitted or top-dose-only effect, or another doubt; inactive = no such curve, though single readings can be large; an effect the other way counts as inactive or inconclusive. A portion of the library; count on the stated rates, not on these rows.

Results for COC(=O)c1ccccc1-n1cc2c(c1-c1cccc(C)c1)c(=O)n(C)c(=O)n2C ?
Vif-A3G inh: 2%; D1 ag: 0; D1 antagonist: 0; LDHA inh: -2; D2 PAM: 8; D1 PAM: 0; RXFP1 ag: -1.0%; Vif-A3F inh: -2%; GRP78 ERSR act: -3%

What do the screens show for `COCCNC(=S)N/N=C(\C)c1ccc(OC)cc1`?
Vif-A3G inh: 0%; D1 ag: 2; D1 antagonist: -13; LDHA inh: -5; D2 PAM: -19; D1 PAM: -10; RXFP1 ag: 0.4%; Vif-A3F inh: 0%; GRP78 ERSR act: -1%

How did COc1ccc(C(C)=O)cc1COC(=O)C1CC(=O)N(Cc2ccccc2)C1 (configuration not stated) do in these assays?
Vif-A3G inh: -3%; D1 ag: 4; D1 antagonist: -11; LDHA inh: 0; D2 PAM: 2; D1 PAM: -5; RXFP1 ag: -0.5%; Vif-A3F inh: 2%; GRP78 ERSR act: -5%

Results for O=C(O)c1cc(NCc2ccc3c(c2)OCO3)ccc1N1CCOCC1 ?
Vif-A3G inh: -3%; D1 ag: 0; D1 antagonist: 6; LDHA inh: 0&-2; D2 PAM: 19; D1 PAM: 1; RXFP1 ag: -0.2%; Vif-A3F inh: 3%; GRP78 ERSR act: -5%

What do the screens show for `COCCCn1c(SCC(=O)NC2CCCC2)nnc1-c1ccccc1`?
Vif-A3G inh: -3%; D1 ag: 1; D1 antagonist: 12; LDHA inh: -1; D2 PAM: 2; D1 PAM: 2; RXFP1 ag: 0.3%; Vif-A3F inh: -3%; GRP78 ERSR act: -8%

Results for CCOCCCN(C(=O)c1ccco1)C(C(=O)NC1CCCC1)c1cccc(OC)c1OC (configuration not stated) ?
Vif-A3G inh: 2%; D1 ag: 3; D1 antagonist: -17; LDHA inh: -6; D2 PAM: 1; D1 PAM: -2; RXFP1 ag: 2.3%; Vif-A3F inh: -8%; GRP78 ERSR act: -1%

How did CCCOc1ccc(/C(O)=C2\C(=O)C(=O)N(CCCOC)C23C(=O)N(C)c2ccccc23)cc1 (configuration not stated) do in these assays?
Vif-A3G inh: 1%; D1 ag: 0; D1 antagonist: -15; LDHA inh: 1; D2 PAM: 3; D1 PAM: 6; RXFP1 ag: inconclusive; Vif-A3F inh: -2%; GRP78 ERSR act: -2%

What do the screens show for `Cn1c(=O)c2c(nc(SCc3nn[nH]n3)n2Cc2ccccc2F)n(C)c1=O`?
Vif-A3G inh: -2%; D1 ag: 0; D1 antagonist: 6; LDHA inh: 3; D2 PAM: 2; D1 PAM: 1; RXFP1 ag: 19%; Vif-A3F inh: 2%; GRP78 ERSR act: -2%

Results for CCOC(=O)c1c(C)[nH]c(C)c1S(=O)(=O)N(C)CC(=O)Nc1cccc(Cl)c1C ?
Vif-A3G inh: -2%; D1 ag: 4; D1 antagonist: 8; LDHA inh: -7; D2 PAM: -2; D1 PAM: -5; RXFP1 ag: -1.4%; Vif-A3F inh: 2%; GRP78 ERSR act: -3%

Results for CSCc1ccc(C(=O)N2CCCC(Nc3ccc(F)cc3)C2)o1 (configuration not stated) ?
Vif-A3G inh: 3%; D1 ag: 4; D1 antagonist: -13; LDHA inh: -2; D2 PAM: 3; D1 PAM: -10; RXFP1 ag: 2.7%; Vif-A3F inh: 2%; GRP78 ERSR act: 0%

Results for CN(NS(=O)(=O)c1ccccc1)c1nc2ccccc2nc1C(F)(F)F ?
Vif-A3G inh: 0%; D1 ag: 0; D1 antagonist: -15; LDHA inh: 0; D2 PAM: 0; D1 PAM: -5; RXFP1 ag: 2.1%; Vif-A3F inh: 0%; GRP78 ERSR act: -3%

Results for Cc1nnc(NC(=O)c2ccccc2Br)s1 ?
Vif-A3G inh: 1%; D1 ag: 2; D1 antagonist: 6; LDHA inh: -3; D2 PAM: 2; D1 PAM: -6; RXFP1 ag: -0.4%; Vif-A3F inh: -3%; GRP78 ERSR act: -3%

What do the screens show for `Cc1ccc(C2CC(c3cccs3)=NN2C(=O)CSC2=NN3CCCC(=O)N=C3S2)cc1` (configuration not stated)?
Vif-A3G inh: 0%; D1 ag: -2; D1 antagonist: -6; LDHA inh: -2; D2 PAM: -2; D1 PAM: 7; RXFP1 ag: -0.4%; Vif-A3F inh: -4%; GRP78 ERSR act: -2%

What do the screens show for `CC(=O)Nc1ccc(S(=O)(=O)NCCCCNS(=O)(=O)c2ccc(NC(C)=O)cc2)cc1`?
Vif-A3G inh: 0%; D1 ag: 2; D1 antagonist: -16; LDHA inh: 3; D2 PAM: 3; D1 PAM: -6; RXFP1 ag: 1.5%; Vif-A3F inh: 5%; GRP78 ERSR act: -7%

Results for CCOC(=O)c1cnc2c(-c3ccc(F)cc3)cnn2c1C(F)(F)F ?
Vif-A3G inh: 0%; D1 ag: 6; D1 antagonist: 19; LDHA inh: -3; D2 PAM: 5; D1 PAM: -2; RXFP1 ag: 2.9%; Vif-A3F inh: 3%; GRP78 ERSR act: 2%

Results for COc1ccc(OCC(=O)Nc2nnc(-c3ccco3)s2)cc1 ?
Vif-A3G inh: 0%; D1 ag: 4; D1 antagonist: -89*; LDHA inh: 9; D2 PAM: -11; D1 PAM: -17; RXFP1 ag: 4.1%; Vif-A3F inh: 14%; GRP78 ERSR act: 0%

What do the screens show for `CCOc1ccc(NC(=O)CN2CCN(S(=O)(=O)c3ccc(Cl)cc3)CC2)cc1`?
Vif-A3G inh: 0%; LDHA inh: -1; RXFP1 ag: -0.4%; Vif-A3F inh: 6%; GRP78 ERSR act: -4%

What do the screens show for `Cc1ccc(/C=C/c2onc(C)c2S(=O)(=O)N2CCC(C(=O)Nc3cc(C)ccc3C)CC2)cc1`?
Vif-A3G inh: -2%; D1 ag: 6; D1 antagonist: -6; LDHA inh: -3; D2 PAM: -14; D1 PAM: 4; RXFP1 ag: -1.2%; Vif-A3F inh: 0%; GRP78 ERSR act: -2%

Results for COc1ccc(CNC(=O)C2CCN(S(=O)(=O)c3ccc(C)cc3)CC2)cc1 ?
Vif-A3G inh: -2%; D1 ag: 1; D1 antagonist: -1; LDHA inh: 8; D2 PAM: -11; D1 PAM: 4; RXFP1 ag: 2.0%; Vif-A3F inh: -2%; GRP78 ERSR act: -3%

Results for COc1ncnc2c1NC1=C(S2)C(=NCCC(=O)O)CC(C)(C)C1 ?
Vif-A3G inh: 1%; D1 ag: 4; D1 antagonist: 35; LDHA inh: 5; D2 PAM: 2; D1 PAM: 2; RXFP1 ag: 6.6%; Vif-A3F inh: 3%; GRP78 ERSR act: -5%

How did Cc1ccc(Nc2nc(Nc3ccc(C)cc3)nc(SC3=NCCS3)n2)cc1 do in these assays?
Vif-A3G inh: -2%; D1 ag: 4; D1 antagonist: 3; LDHA inh: -6; D2 PAM: 2; D1 PAM: -6; RXFP1 ag: 0.0%; Vif-A3F inh: 4%; GRP78 ERSR act: 0%

Results for CSc1ncccc1C(=O)OCC(=O)c1ccccc1 ?
Vif-A3G inh: -4%; D1 ag: 0; LDHA inh: -7; D2 PAM: 8; D1 PAM: -4; RXFP1 ag: -0.4%; Vif-A3F inh: -1%; GRP78 ERSR act: 5%

Results for CC(C)c1ccc(NC(=O)c2ccc(=O)n(Cc3ccccc3)c2)cc1 ?
Vif-A3G inh: 3%; D1 ag: 5; LDHA inh: 2; D2 PAM: 1; D1 PAM: 2; RXFP1 ag: -0.5%; Vif-A3F inh: -5%; GRP78 ERSR act: -3%

Results for Cc1ccc(-c2cnc(NCc3ccc(C(C)C)cc3)n2C)cc1 ?
Vif-A3G inh: -4%; D1 ag: 14; D1 antagonist: 10; LDHA inh: -16; D2 PAM: -24; D1 PAM: -4; RXFP1 ag: 2.9%; Vif-A3F inh: inconclusive; GRP78 ERSR act: -7%

What do the screens show for `CCc1noc(C)c1C(=O)Nc1nc(-c2ccc(Cl)cc2Cl)c(C)s1`?
Vif-A3G inh: 7%; D1 ag: 3; D1 antagonist: -20; LDHA inh: 0; D2 PAM: 4; D1 PAM: -2; RXFP1 ag: 22%; Vif-A3F inh: -5%; GRP78 ERSR act: -8%

What do the screens show for `CC1CCc2sc(C(=O)NC3CCN(Cc4ccccc4)CC3)cc2C1` (configuration not stated)?
Vif-A3G inh: 1%; D1 ag: 37*; D1 antagonist: -16; LDHA inh: -3; D2 PAM: -30; RXFP1 ag: 1.9%; Vif-A3F inh: 10%; GRP78 ERSR act: -6%

Results for CC1=CC(C)(C)N(S(=O)(=O)c2ccc(C)cc2)c2ccccc21 ?
Vif-A3G inh: inconclusive; D1 ag: 4; D1 antagonist: 1; LDHA inh: 3&5; D2 PAM: 0; D1 PAM: -4; RXFP1 ag: 0.1%; Vif-A3F inh: -2%; GRP78 ERSR act: -1%

No new results follow: an excerpt of the list.
Results for Cc1ccc(-c2cnc(NCc3ccc(C(C)C)cc3)n2C)cc1 ?
Vif-A3G inh: -4%; D1 ag: 14; D1 antagonist: 10; LDHA inh: -16; D2 PAM: -24; D1 PAM: -4; RXFP1 ag: 2.9%; Vif-A3F inh: inconclusive; GRP78 ERSR act: -7%

What do the screens show for `CCc1noc(C)c1C(=O)Nc1nc(-c2ccc(Cl)cc2Cl)c(C)s1`?
Vif-A3G inh: 7%; D1 ag: 3; D1 antagonist: -20; LDHA inh: 0; D2 PAM: 4; D1 PAM: -2; RXFP1 ag: 22%; Vif-A3F inh: -5%; GRP78 ERSR act: -8%

What do the screens show for `CC1CCc2sc(C(=O)NC3CCN(Cc4ccccc4)CC3)cc2C1` (configuration not stated)?
Vif-A3G inh: 1%; D1 ag: 37*; D1 antagonist: -16; LDHA inh: -3; D2 PAM: -30; RXFP1 ag: 1.9%; Vif-A3F inh: 10%; GRP78 ERSR act: -6%

Results for CC1=CC(C)(C)N(S(=O)(=O)c2ccc(C)cc2)c2ccccc21 ?
Vif-A3G inh: inconclusive; D1 ag: 4; D1 antagonist: 1; LDHA inh: 3&5; D2 PAM: 0; D1 PAM: -4; RXFP1 ag: 0.1%; Vif-A3F inh: -2%; GRP78 ERSR act: -1%

Assay outcomes from PubChem BioAssay.
